From PubChem
Shn3 3UTR inh: reduction of Shn3 3'UTR firefly luciferase signal, primary screen, Schnurri-3 inhibitor project, cell-based, Clone20 osteoblasts, set 2 | Clone20 osteoblast Shn3 3'UTR firefly luciferase, 24 h | inhibition, % at 12.5 µM | 360,000 compounds, 0.52% hits | AID 588674, 2011;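 active means mean inhibition of at least 75% with every replicate also reaching 75%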;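 further: 0% = median of neutral control wells and 100% = pilot-screen positive control compound; some compounds past the cut are filed as inactive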
TWEAK-Fn14 inh: inhibitors of TWEAK-Fn14 signaling, primary screen, luciferase reporter cells, uHTS | TWEAK-stimulated Fn14 reporter cells, luciferase luminescence, 8 h | inhibition, % at 10 µM | AID 1159606, 2016 | 360,000 compounds, 2% hits; in the data active means inhibition above about 50%
HIF-2a block: HIF-2a reporter inhibitors, primary screen, luminescence, 786-0 RCC cells; 360,000 compounds, 0.72% hits; inhibition, % at 18.8 µM; 786-0 RCC cells HIF-2a reporter, luciferase luminescence, overnight; AID 624352, 2012;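 active means inhibition of the luminescence signal of 40% or more relative to plate controls, in a single-dose primary screen at 18.75 µM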
KKLEB cytotox: cytotoxicity in KKLEB CF airway cells, primary screen, cytotoxicity control for CF NF-kB inhibitor project, cell-based, uHTS, fluorescence assay plates; AID 602141, 2011; KKLEB CF airway cells viability, ATPlite luminescence, overnight; hits give low values; cells stimulated with P. aeruginosa culture filtrate; activity change (cytotoxicity), % at 5 µM; 360,000 compounds, 0.36% hits;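 active means corrected activity change at or below -50% at 5 µM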
MITF TRPM1 inh: inhibitors of MITF-dependent TRPM1 promoter reporter, primary screen, cell-based, SK-MEL-5, single point, luciferase; SK-MEL-5 TRPM1 promoter luciferase, 24 h; inhibition, % at 12.5 µM; 330,000 compounds, 0.83% hits;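 active means mean inhibition across replicates of 60% or more, whatever share of single replicates reaches that level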; further: values of inactives mirror those of a sister screen read the other way
Peg3 prom inh: Peg3 promoter-driven luciferase inhibitors, primary screen, cell-based, HeLa, luciferase luminescence | HeLa PEG-Prom luciferase reporter, overnight | inhibition, % at 20 µM | 360,000 compounds, 1.7% hits;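 active means inhibition of at least 50% at 20 µM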
NR2E3 ag-1: inhibitors of NR2E3-RetCOR corepressor binding, primary screen, NR2E3 agonist project, biochemical, TR-FRET, GST-NR2E3, biotin-RetCOR; Photoreceptor-specific nuclear receptor (Homo sapiens), Q9Y5X4; 1536-well; inhibition of corepressor binding, % at 4.78 µM; 320,000 compounds, 0.12% hits; AID 2300, 2010;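 active means percent inhibition above the cutoff of mean plus 3 SD of all tested compounds, set per screening campaign, cut at about 20% in these data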;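 further: 0% = DMSO wells and 100% = biotin wells as full block of FRET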
Target sequence (Q9Y5X4 whole entry, looked up): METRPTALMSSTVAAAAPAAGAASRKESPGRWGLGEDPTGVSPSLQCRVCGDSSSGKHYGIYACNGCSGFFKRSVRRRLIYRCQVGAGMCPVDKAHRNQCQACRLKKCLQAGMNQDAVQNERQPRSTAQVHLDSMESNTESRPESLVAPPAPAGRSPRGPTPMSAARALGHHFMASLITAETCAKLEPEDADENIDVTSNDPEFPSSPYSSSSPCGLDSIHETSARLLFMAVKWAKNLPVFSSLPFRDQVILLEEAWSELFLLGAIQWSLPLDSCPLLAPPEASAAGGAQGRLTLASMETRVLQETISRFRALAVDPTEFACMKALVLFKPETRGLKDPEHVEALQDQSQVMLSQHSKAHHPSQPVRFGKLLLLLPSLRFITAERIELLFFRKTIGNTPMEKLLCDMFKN
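Format: 1536-well format; test system: GST-NR2E3 and biotin-RetCOR proteins; read-out basis: percent inhibition of TR-FRET ratio; timing: 5 h incubation at 4 °C; detection: time-resolved FRET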
iPSC survival up: enhancers of single-cell hiPSC survival, primary screen, ATPlite luminescence. 100% = ROCK inhibitor wells, 0% = DMSO. survival enhancement, % at 20 µM. 360,000 compounds, 0.044% hits; in the data active means survival enhancement above about 18%;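 further: cells exposed to compounds for 16 hours before the ATP read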
CF NFkB block: inhibitors of PAF-induced NF-kB signaling, primary screen, cell-based, GFP fluorescence, uHTS | AID 588850, 2011 | KKLEB NF-kB-GFP reporter, GFP fluorescence overnight | 360,000 compounds, 0.86% hits | inhibition, % at 5 µM;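 active means at least 50% inhibition at 5 µM, scaled per plate between neutral and stimulator controls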;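 further: PAF is a Pseudomonas aeruginosa culture filtrate used as stimulus; plate controls were PAF-stimulated DMSO wells for no effect and unstimulated DMSO wells for full effect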
NR2E3 ag-2: NR2E3 agonists in two-hybrid cells, primary screen, cell-based, luminescence, CHO-S, Gal4-NCOR/VP16-NR2E3. Photoreceptor-specific nuclear receptor (Homo sapiens), Q9Y5X4. inhibition of corepressor binding, % at 3.98 µM. luciferase. AID 602229, 2012. 360,000 compounds, 0.35% hits;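 active means inhibition above the mean of all tested compounds plus 3 SD, cut at about 70% in these data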;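 further: 0% = DMSO with NR2E3 transfected cells and 100% = cells lacking NR2E3 construct; higher means lower luciferase signal from less NR2E3 corepressor binding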
aDG glyco up: activators of alpha-DG glycosylation, primary screen, uHTS, Pro5-aDG cells, AlphaScreen; 360,000 compounds, 0.22% hits; activation, % at 10 µM; alpha-DG glycosylation AlphaScreen (IIH6); 0% Pro5, 100% B10-LARGE cell signal; AID 624168, 2012;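 active means activation of at least 8% versus controls, or a plate z-score of at least 8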;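 further: Pro5 are CHO cells carrying HIG-tagged alpha-DG that lacks glycosylation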
* hit, by the source's call; · = not tested or not shown.

SMILES	Shn3 3UTR inh	TWEAK-Fn14 inh	HIF-2a block	KKLEB cytotox	MITF TRPM1 inh	Peg3 prom inh	NR2E3 ag-1	iPSC survival up	CF NFkB block	NR2E3 ag-2	aDG glyco up
CN1OC[C@@H]2CN(C(=O)C(C)(C)C)[C@H](c3cccc(Oc4ccccc4)c3)C[C@@H]21	-9	18	11	0	·	0	·	-0.7	2	-13	0.2
CC(C)C[C@H]1CNC(=S)N1C[C@H]1CCCN1C[C@H](Cc1ccccc1)N1C[C@H](CC(C)C)N(CCc2ccccc2)C1=S	14	5	-13	-8	·	13	·	-0.9	30	12	0.2
N=C1C(c2nc3ccccc3s2)=C(O)CN1NC(=O)c1ccco1	·	19	-3	1	2	-2	-1	-0.7	11	13	0.1
CS(=O)(=O)NCc1nnc(SCc2ccc(C(F)(F)F)cc2)o1	-1	8	11	2	-1	9	-2	-0.6	-29	-19	0.0
OCc1ccccc1-c1ccc2nncn2c1	-2	-8	3	7	·	5	·	0.5	-1	-3	-0.2
COc1cccc([C@@H]2CC=C(C(=O)O)[C@H](c3ccc(F)cc3)N2S(=O)(=O)c2ccc(C)cc2)c1	-5	4	14	-8	-2	10	4	-1.3	-3	7	-0.1
CCN1C(=O)C2(C(C#N)=C(N)Oc3c2c(C)nn3-c2ccccc2)c2ccccc21 (centres undefined)	5	18	9	1	29	10	-1	0.3	19	-13	0.0
Cc1oc(-c2cccc(Cl)c2)nc1CN1CCC(C(=O)NC2CC2)CC1	0	25	6	4	5	7	1	0.1	-4	-9	0.0
COc1ccc2oc(C(=O)OCC(=O)N(C)C3CCCCC3)c(C)c2c1	-10	-1	-7	-10	2	2	4	0.1	27	-19	0.1
C[C@@H]1CN([C@H](C)CO)C(=O)CCCn2nncc2CO[C@@H]1CN(C)S(=O)(=O)c1ccccc1	5	2	13	-1	·	5	·	1.1	-20	-22	-0.2
Cc1ccc(C)c(S(=O)(=O)N2CCN(CC(=O)Nc3sccc3C#N)CC2)c1	-6	-9	18	2	3	14	1	-1.1	16	-13	-0.1
CC1CCN(C(=O)c2ccccc2NC(=O)c2cccc(S(=O)(=O)N3CCOCC3)c2)CC1	9	-7	7	0	-1	21	·	9.0	-14	9	-0.1

Compound profiles, as listed above:
`C[C@@H]1CN([C@H](C)CO)C(=O)CCCn2nncc2CO[C@@H]1CN(C)S(=O)(=O)c1ccccc1` reads Shn3 3UTR inh: 5; TWEAK-Fn14 inh: 2; HIF-2a block: 13; KKLEB cytotox: -1; MITF TRPM1 inh: ·; Peg3 prom inh: 5; NR2E3 ag-1: ·; iPSC survival up: 1.1; CF NFkB block: -20; NR2E3 ag-2: -22; aDG glyco up: -0.2
`N=C1C(c2nc3ccccc3s2)=C(O)CN1NC(=O)c1ccco1` reads Shn3 3UTR inh: ·; TWEAK-Fn14 inh: 19; HIF-2a block: -3; KKLEB cytotox: 1; MITF TRPM1 inh: 2; Peg3 prom inh: -2; NR2E3 ag-1: -1; iPSC survival up: -0.7; CF NFkB block: 11; NR2E3 ag-2: 13; aDG glyco up: 0.1

Following part.
SMILES	Shn3 3UTR inh	TWEAK-Fn14 inh	HIF-2a block	KKLEB cytotox	MITF TRPM1 inh	Peg3 prom inh	NR2E3 ag-1	iPSC survival up	CF NFkB block	NR2E3 ag-2	aDG glyco up
C[C@H]1C=C(C(=O)NCc2ccccc2)O[C@@H](OCc2ccc(CO)cc2)C1	8	-9	-26	16	-4	-24	2	0.2	-46	-9	0.0
Cc1cc(Nc2ccccc2)n(-c2nc3ccccc3[nH]2)n1	3	17	-8	-30	2	5	3	2.0	6	19	-0.2
Cc1cn(C2CCCO2)c(=O)nc1N (centres undefined)	5	-6	9	14	-1	5	·	7.1	-12	-8	0.2
C/C=C\C=C/C(=O)Nc1cccc(C2=NOC3(C2)C[C@@H](C(N)=O)N(C(=O)/C=C/CC)C3)c1 (some centres undefined)	0	9	-3	6	3	-2	-4	-1.0	7	-4	0.1
COc1ccc(CNc2nc3ccccc3n2Cc2ccccc2)cc1OC	26	4	22	-7	11	0	-1	0.9	0	0	2.7
Cc1ccc(C(=O)OC2CCOC2=O)cc1NC(=O)c1ccco1 (centres undefined)	-14	1	-2	2	6	3	2	3.6	13	-3	0.0
Cc1ccc(C(C)C)c(OCCCCN2CCNCC2)c1	-14	19	-5	-7	-1	10	5	-0.1	0	-4	0.4
COc1cc2sc(-c3ccc(S(C)(=O)=O)cc3)c(-c3ccc4c(c3)OCO4)c2cc1OC	26	-52	15	-18	15	33	·	-0.2	32	5	-0.4
C=CCn1c(SCC(=O)Nc2ncc(Cc3ccc(C)c(Cl)c3)s2)nnc1-c1ccncc1	4	-25	16	-6	-7	23	-1	-0.9	7	27	-0.3
C[C@H]1CN([C@@H](C)CO)C(=O)c2cc(Br)cnc2O[C@@H]1CN(C)C(=O)NC1CCCCC1	-4	5	8	6	·	1	·	16	-14	-9	-0.2
CCN(CC)CCNC(=O)C1CCC(=O)N1CCc1ccccc1 (centres undefined)	-21	5	12	-18	0	1	4	0.5	5	-14	0.0
CCOC(=O)/C=C1\SCC(=O)N1CC(=O)Nc1ccc2c(c1)CCC2	2	10	3	-8	8	1	-1	3.9	16	4	0.1
CCc1cccc(NC(=O)c2ccc(Cn3c(=O)[nH]c4ccsc4c3=O)cc2)c1	8	-21	3	-12	1	3	12	0.4	-4	-26	-0.1
O=c1[nH]c(/C=C/c2ccccc2F)nc2ccccc12	-59	41	-268	-19	-20	-64	·	-0.8	3	-139	-0.2
CCOc1ccc(N(C(C)C(=O)N2CCCC2)S(C)(=O)=O)cc1 (centres undefined)	8	-1	12	12	4	16	2	-0.1	-4	11	-0.1
O=C(NCc1cccnc1)C(=O)N/N=C/c1ccccc1[N+](=O)[O-]	-12	-1	-10	5	17	4	0	0.1	-17	-16	0.0
CCN(CC1CCCO1)C(=O)C1CCN(C2CCN(Cc3ccccc3C)CC2)CC1 (centres undefined)	17	5	-2	1	-1	-22	1	-0.3	-32	20	-0.2
CCOc1oc(-c2ccc(OC)cc2)nc1C(F)(F)F	12	-3	2	-32	-13	5	1	0.6	-13	1	-0.2
O=C(NNc1nc2ccccc2nc1C(F)(F)F)c1ccccc1	-2	-14	5	4	-8	16	2	5.0	12	-40	0.1
O=C(Nc1ccc2nc(-c3ccccc3)[nH]c2c1)c1ccco1	-145	-5	-226	8	-76	-244	-2	-2.3	-36	-70	-0.2
CN(C)c1ccnc(-n2cccc2/C=N/OCc2ccccc2)c1C#N	-3	15	14	-4	8	12	0	-1.4	-5	-6	0.0
COc1cc(C(=O)NC(=S)N2CCCCCC2)cc(OC)c1OC	14	-18	14	1	3	16	-2	-0.3	-17	-2	0.0
O=C1NC(=O)C2C1C(c1cccs1)NN2Cc1ccccc1 (centres undefined)	5	5	12	-5	-3	-9	0	0.0	-8	-8	0.4
C=CCNC(=O)C1CCN(c2cnccn2)CC1	2	3	18	2	16	-1	2	0.1	2	-6	0.0
CCCCSc1nc2c(cnn2-c2ccc(F)cc2)c(=O)[nH]1	-3	-30	6	-4	-3	-11	0	-0.1	3	-21	-0.1
COc1cc(-c2nnc(-c3cccnc3)o2)cc(OC)c1OC	21	-18	14	2	-2	16	-1	2.1	-4	12	0.2
CCOC(=O)c1cn(Cc2ccc(Cl)cc2Cl)c2cc(C)nn2c1=O	9	-24	16	-7	-2	2	-2	0.0	6	-10	0.1
Cc1ccc[n+](CC(=O)c2cc3ccccc3oc2=O)c1	-11	3	-22	12	13	9	3	-2.0	7	-8	0.0
O=C(CNc1ccc(Br)cc1)Nc1ccc(S(=O)(=O)N2CCCC2)cc1	8	-8	17	-8	-4	14	1	-0.1	-22	-17	0.0
COc1ccc(NC(=O)CCS(=O)(=O)c2ccccc2)c(OC)c1	2	6	-36	-14	-11	-7	3	-2.5	13	-5	-0.1
COc1ccc(NC(=O)CSc2nccn2Cc2ccco2)cc1OC	-24	-1	-75	21	-23	-53	-4	0.4	-5	3	0.0
COCCn1cc(C(=S)N2CCCCC2)c2ccccc21	-8	5	15	12	7	15	1	0.5	0	3	4.8
Cc1ccn2c(Cc3ccccc3)c(-c3ccc(F)cc3)nc2c1	-54	-9	-273	24	·	-112	·	-1.8	2	-67	0.0
CCOC(=O)C1CCN(C(=O)Cc2ccc(-c3ccccc3)cc2)CC1	4	-29	16	9	2	-6	2	0.9	4	-33	0.1
CC(C)NC(=O)COC(=O)c1cc(F)c(F)cc1Cl	9	10	7	5	0	5	3	-1.2	-1	-22	-0.1
CC(=O)OCC(=O)Nc1ccc(C(C)=O)cc1	-12	-2	-2	4	-2	9	-3	-2.3	5	2	0.0
O=C(Cn1ccc([N+](=O)[O-])n1)NCc1ccco1	2	-22	11	7	7	-2	0	-0.2	-4	-12	-0.2
COc1ccc(C2CC(O)(c3ccccc3)Oc3c(C)ccc(C)c32)cc1 (centres undefined)	1	-25	6	-2	0	35	·	0.3	-4	14	0.0
CCOC(=O)Cc1nnc2c(Nc3ccc(C)cc3)nc3nonc3n12	2	11	-2	1	12	19	0	2.1	-21	-18	0.0
CCC(C)NC(=S)NNC(=O)c1ccc(C(C)(C)C)cc1 (centres undefined)	4	-8	-77	-4	-1	-35	0	-0.5	-7	11	-0.1
O=C(COc1ccc(Cl)cc1)N1N=C(c2cccs2)CC1c1ccco1 (centres undefined)	8	20	-9	-9	5	-5	·	0.1	5	6	1.1
COc1cccc(CNc2nc3cc(-c4csc5ccccc45)sc3c(=O)n2C)c1	20	5	-32	7	·	0	·	-0.9	8	-63	-0.4
CCOC(=O)C1CCCN(C/C(O)=C(\C#N)c2nc(-c3ccccc3)cs2)C1 (centres undefined)	7	18	-3	-3	13	-26	3	1.4	0	-20	0.0
CN1CCC(C2(O)c3ccccc3CSc3sccc32)CC1 (centres undefined)	17	-2	10	-8	-20	1	1	-1.5	-7	-6	0.1
O=C(Cn1c(CN2CCCCC2)nc2ccccc2c1=O)NCc1ccco1	-9	4	7	6	-3	9	0	2.7	-9	-2	0.0
COc1cccc(-c2nn(-c3ccccc3)cc2/C=C(/NC(=O)c2ccccc2)C(=O)O)c1	-9	-11	10	1	-5	12	4	1.4	9	-5	-0.1
CC(C)(CNC(=O)c1sc2cc(F)ccc2c1Cl)N1CCOCC1	-39	-19	-82	-5	-30	-36	3	1.0	-5	-29	0.1
Nc1c(C(=O)c2ccc(Br)cc2)oc2ccccc12	-3	7	-167	-1	-10	-150	3	-0.4	-3	-100	0.0
COc1ccc(S(=O)(=O)NCC(=O)N(Cc2ccco2)C(C(=O)NC(C)(C)C)C(C)C)cc1 (centres undefined)	3	20	7	4	6	0	0	0.1	12	4	-0.1
